OX1R antag-1: human HCRTR1 antagonism; O43613; CHO/OX1R cells, Fluo-8 calcium fluorescence, orexin A; inhibition, % at 5 µM; actives 0.43% (n = 330,000); AID 434989;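 active = inhibition above its plate's threshold, mean inhibition of all tested compounds on the plate plus 3 SD, cut at about 37% in these data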;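 note: 0% = orexin A challenge wells and 100% = SB-334867-A antagonist wells; not every result past the cut was called active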
Target sequence (O43613 whole entry, looked up): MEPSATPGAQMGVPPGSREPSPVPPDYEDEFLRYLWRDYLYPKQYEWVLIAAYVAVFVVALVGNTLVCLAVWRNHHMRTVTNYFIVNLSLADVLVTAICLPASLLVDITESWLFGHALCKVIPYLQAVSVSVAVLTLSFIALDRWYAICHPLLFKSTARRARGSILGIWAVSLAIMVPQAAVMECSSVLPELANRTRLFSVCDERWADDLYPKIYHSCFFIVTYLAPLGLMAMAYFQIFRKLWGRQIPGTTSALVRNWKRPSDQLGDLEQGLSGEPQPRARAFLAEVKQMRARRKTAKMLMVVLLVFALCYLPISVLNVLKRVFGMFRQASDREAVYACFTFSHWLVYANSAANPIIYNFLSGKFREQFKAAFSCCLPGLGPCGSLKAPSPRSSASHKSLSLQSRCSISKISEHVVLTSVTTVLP
OX1R antag-2: OX1R (human) antagonism. O43613. OX1R-expressing cells, FRET antagonist read-out. inhibition, % at 6.6 µM. actives 1.8% (n = 330,000). AID 485270; in the data active = inhibition mostly above about 38%, no sharp cut-off; inactive = mostly below about 40%;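 note: 0% = agonist challenge alone and 100% = reference antagonist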
* marks the source's active call; other numbers are inactive results.

Compound | OX1R antag-1 | OX1R antag-2
COc1ccc(OC)c(C2SCCN2S(=O)(=O)c2cccc(C(F)(F)F)c2)c1 (centres undefined) | -12 | 25
Cn1nnc(NCc2cc(Br)ccc2OCc2cccs2)n1 | 11 | 0
CCC(=O)NC(=S)Nc1ccc(NC(=O)c2ccc([N+](=O)[O-])cc2)cc1 | 1 | 17
O=C(Nc1cccnc1Cl)c1cc2c(s1)-c1ccccc1OC2 | 6 | 28
Cc1nnc(NC(=O)CSc2nnc(CC(=O)Nc3ccccc3F)n2C)s1 | 8 | 12
COC(=O)c1cn(NC(=O)c2ccncc2)c(=O)c2ccccc12 | -12 | 6
Clc1cccc(Cl)c1CSc1nnc2ccccn12 | -3 | 11
O=C(O)c1ccc(/C=N/NC(=O)C2CC2(c2ccccc2)c2ccccc2)cc1 (centres undefined) | -11 | 4
Clc1cc2nc(-c3cccnc3Cl)[nH]c2cc1Cl | -3 | 41
Cc1ccc(NC(=O)CSc2nnc(-c3ccoc3C)n2CCCN(C)C)cc1Cl | -21 | 7
CC1(C)O[C@@H]2C[C@H]3[C@@H]4CCC5=CC(=O)C=C[C@]5(C)[C@@]4(F)[C@@H](O)C[C@]3(C)[C@]2(C(=O)CO)O1 | -1 | 22
CCOC(=O)C(O)(CC(=O)c1ccc(OC)cc1)C(F)(F)F (centres undefined) | -3 | 8
CCNc1nc(-c2cc3ccccc3o2)cs1 | -17 | 12
Cc1ccc(C)c(NC(=O)CCN2CCCCC2)c1 | -16 | -4
CCOC(=O)c1cnn(-c2ccccc2)c1NC(=O)CN1CCOCC1 | -9 | 7
O=C(CSc1ncn[nH]1)Nc1ccccc1Sc1ccccc1 | -18 | 4
CN(CC(=O)Nc1ccncc1)S(=O)(=O)c1ccccc1 | 5 | 8
CC12CC(NC(=O)N1c1cccc(C(=O)NCc3ccc4c(c3)OCO4)c1)c1cc(Cl)ccc1O2 (centres undefined) | -5 | 37
Cc1onc(-c2ccccc2Cl)c1C(=O)Nc1nc2ccc(S(C)(=O)=O)cc2s1 | -5 | 12
CCOC(=O)c1c(C)c(C(=O)Nc2ccc3c(c2)OCCO3)c(C)n1C | -20 | 31
Cc1nc(S(=O)(=O)c2ccc(Br)cc2)nc2c1CCC2 | -6 | 0
COc1ccc(C(=S)N2CCCCCC2)cc1 | 2 | 8
COc1cccc(N2CCN(C(=O)c3ccc(-c4ccccc4)cc3)CC2)c1 | -6 | 8
CN1CCN(CC(=O)N2c3ccccc3C(C)(c3ccc(Cl)cc3)CC2(C)C)CC1 (centres undefined) | -24 | 20
O=S(=O)(NCc1ccc(Cl)cc1)c1cccc2cccnc12 | -14 | 19
CC(=O)c1cc2c(cc1NC(=O)CCNC(=O)c1ccccc1Cl)OCO2 | -14 | 25
CCCCNC(=O)N1CCc2ccccc2C1 | -16 | 14
Cc1ccc(NC(=O)CN2C(=O)NC3(CCCCC3)C2=O)cc1S(=O)(=O)N1CCOCC1 | 15 | 3
NS(=O)(=O)c1cnccc1Nc1cccc(Br)c1 | -7 | 8
O=C(O)c1ccc(Cl)c(NC(=S)NC(=O)c2cccc(COc3ccccc3)c2)c1 | 6 | 32

Following part
Compound | OX1R antag-1 | OX1R antag-2
COc1cc(OC)c(-c2nnc(-c3ccc(OC)c(OC)c3OC)o2)cc1OC | -3 | 30
Cc1cc(C)cc(N(C(=O)CCC(=O)Nc2cc(C)on2)C(C(=O)NC2CCCC2)c2ccco2)c1 (centres undefined) | -30 | 47
Cc1cccc(CN2CCc3c([nH]c4ccccc34)C2)c1 | -12 | 11
Cc1ccc(NC(=O)CCC(=O)N/N=C/c2ccc([N+](=O)[O-])o2)cc1C | -27 | 23
Cc1ccc(S(=O)(=O)N(C)C)cc1NC(=O)COC(=O)/C=C/c1ccc2c(c1)OCO2 | -10 | 13
CN(Cc1ccccc1)C(=S)NC(=O)c1ccccc1 | -10 | 19
O=C(NCc1csc(-c2ccccc2)n1)c1ccco1 | -13 | 25
COC(=O)c1ccc(NC(=O)c2ccccc2N(C)S(C)(=O)=O)cc1 | -19 | -4
CCCNC(=O)CSCc1nc(-c2ccc(SC)cc2)oc1C | -16 | 21
O=C1CSC(c2cccs2)N1c1ccccc1 (centres undefined) | 1 | 9
CCCCCSc1nc(O)cc(=O)[nH]1 | -14 | 25
Cc1c(C)n(CCC#N)c2ccccc12 | -7 | 1
CC(C)C[C@H](NC(=O)OC(C)(C)C)C(=O)N1CCC(C(=O)N[C@@H](Cc2ccccc2)C(=O)O)CC1 | 1 | 20
CC1CCCN(C2=C(NS(=O)(=O)c3ccc(Cl)cc3)C(=O)c3ccccc3C2=O)C1 (centres undefined) | -20 | 30
COCC(=O)N1CCC(Oc2ccc(C(=O)NCCCn3cccn3)cc2)CC1 | -8 | 8
Cc1ccc(C(=O)O/N=C/c2ccc3c(c2)OCO3)cc1 | -17 | 37
CCOc1cc(NC(=O)c2cnccn2)c(OCC)cc1NC(=O)c1cccc(F)c1 | 4 | -2
COC(=O)c1[nH]c2ccccc2c1NC(=O)CNC1CCCCC1 | -34 | 23
COc1cc(C)ccc1S(=O)(=O)N1CCN(C23CC4CC(CC(C4)C2)C3)CC1 | -25 | 7
Cc1ccc(N)cc1NC(=O)CN1CCOCC1 | -22 | -1
COc1ccc(NC(=O)CSc2nc3ccccc3c(=O)n2CCNC(C)=O)cc1 | -24 | 15
CC1CCC2(CC1)NC(=O)N(CC(=O)N1c3ccccc3CC1C)C2=O (centres undefined) | -23 | 17
COc1ccc(C(C)=O)c(Oc2ccc(S(=O)(=O)N3CCOCC3)cn2)c1 | 3 | 3
CC(C)(C)OC(=O)NCC1CCN(S(=O)(=O)Cc2ccccc2)CC1 | -8 | 9
CCCNC(=O)NC(=O)CSc1ncc(C(F)(F)F)cc1Cl | 2 | 14
COc1ccc(OC)c(S(=O)(=O)N(C(C)=O)c2ccc3oc(=O)sc3c2)c1 | -10 | 15
CSc1ncc(CO)n1Cc1ccccc1 | -6 | 35
CCN(CC)S(=O)(=O)c1cc(C(=O)Oc2cccc(-c3cnc4ccccc4n3)c2)ccc1OC | -18 | 14
CCOc1ccc(-n2c(C)cc(/C=N\NC(=O)CC(=O)NC3CCCCC3)c2C)cc1 | -30 | 4
COC(=O)c1ccc(C2N=C(c3cccs3)CC(c3ccccc3O)N2)cc1 (centres undefined) | 4 | 72*

The list continues.
Compound | OX1R antag-1 | OX1R antag-2
CC(=O)Nc1ccc(C(=O)N/N=C/c2ccccc2OC(=O)c2ccc(Cl)cc2)cc1 | -34 | 7
COc1cc(NC(=O)CSCC(=O)N(C)C2CCCCC2)cc(OC)c1 | -26 | 5
CCn1c(CNC(=O)c2ccco2)nnc1SCC(=O)Nc1ccc(Br)cc1F | -33 | 2
COc1ccc(S(=O)(=O)N2CCOCC2)cc1NC(=O)COc1ncnc2ccccc12 | -4 | 4
CSCC(C)N1CCC(CCC(=O)NC2CC2)CC1 (centres undefined) | -10 | 26
Cc1nn(C)cc1-c1cc(C(=O)O)c2ccccc2n1 | -8 | 22
Cc1nc2sc3c(c2c(=O)o1)CC(C)(C)OC3 | -18 | 24
Cc1cc(Cl)ccc1OCC(=O)NCCC(=O)O | -9 | 5
Cc1ccc([N+](=O)[O-])cc1NC(=O)c1ccc2c(c1)OCO2 | -9 | 11
COc1ccc(-c2[nH]nc3c2C(c2ccsc2)C(C#N)=C(N)O3)cc1 (centres undefined) | -21 | 15
CC(C)CCCN1C(Nc2ccccc2)=NC[C@@H]1Cc1ccccc1 | -38 | 17
COc1ccc(CCNS(=O)(=O)c2cccc(C(=O)O)c2)cc1OC | -11 | 9
CC(C)CCN(C)C1CCN(S(=O)(=O)c2ccc(F)cc2)CC1 | -22 | 6
O=C(CN1CCN(Cc2ccc3c(c2)OCO3)CC1)c1c[nH]c2ccccc12 | -12 | 21
COc1ccc(NC(=O)c2noc(C(C)C)c2[N+](=O)[O-])cc1 | -7 | 18
O=C(Nc1cccc2ccccc12)NC1CCCCC1O (centres undefined) | -12 | 29
Cc1ccc(C(=O)N2CC(C)SC2=Nc2cccc(S(=O)(=O)N(C)C)c2)cc1 (centres undefined) | -21 | 11
CCOCCCNC(=O)c1cc(Sc2ccc(C)cc2)nc2ccccc12 | -27 | 15
CC(NC(=O)c1ccc2nc[nH]c2c1)c1ccccc1 (centres undefined) | -25 | 20
Cc1ccc(-c2c(C(=O)NNC(=S)NCC3CCCO3)csc2C)cc1 (centres undefined) | -26 | 10
COc1cc(S(=O)(=O)Nc2cccc(C)c2)ccc1NC(=O)c1ccncc1 | -10 | 7
COc1ccc(/C(C)=N/NC(=O)c2ccc(NS(=O)(=O)c3cccs3)cc2)cc1 | -8 | 14
O=C(NCc1ccccn1)c1c(-c2ccccc2)sc2ccccc12 | -16 | 3
CC(CN1CCCCCC1)C(=O)NN (centres undefined) | -14 | -6
CCOC(=O)C1CCCN(C(=O)Nc2c(-c3ccccc3)noc2C)C1 (centres undefined) | -8 | -1
CC1(C)Oc2cc3oc(=O)ccc3cc2C[C@@H]1O | -10 | 0
O=C(CSc1ncccn1)Nc1ncc(C(F)(F)F)cc1Cl | -7 | 23
Cc1cccc(C2=NN(c3ccc(Br)cc3)[C@@H](C(=O)N3CCOC3=O)[C@@H]2c2ccc(F)cc2)c1 | -35 | 9
Cc1cc(-n2nc(C)cc2C)nc(NS(=O)(=O)c2ccccc2Cl)n1 | -24 | 4
CCOC(=O)c1c(N)sc2c1CCC(C)C2 (centres undefined) | -32 | 17

Next section:
Results follow in this order: OX1R antag-1	OX1R antag-2
O=c1[nH]ccc2c([N+](=O)[O-])cccc12
→ -3	32
CCCN1CCN(CCNC(=O)Nc2cc(C)ccc2C)CC1
→ -13	-1
COc1ccc(NC(=O)C(NC(C)=O)C(=O)NCc2ccc(F)cc2)cc1 (centres undefined)
→ -26	24
Nn1c(SCC(=O)NC2CCCc3ccccc32)nnc1C1CC1 (centres undefined)
→ -11	9
CN(C)c1nc(N(C)C)nc(N(C#N)CN2C(=O)c3ccccc3S2(=O)=O)n1
→ -17	25
CN(C)c1ccc(C(=S)N2CCN(c3ccc([N+](=O)[O-])cc3)CC2)cc1
→ -13	20
COc1cc(OC)c(N(C)C(=O)c2cc3c(s2)-c2ccccc2S(=O)(=O)C3)cc1Cl
→ -24	19
Cc1nnc(SCCn2c(N3CCCCC3)nc3c2c(=O)[nH]c(=O)n3C)s1
→ -6	11
OC(CN1CCN(c2ccccc2Cl)CC1)c1ccccc1 (centres undefined)
→ -21	9
CN(C)c1cc(Nc2cccc(O)c2)c([N+](=O)[O-])c2nonc12
→ -20	64
FC(F)(F)c1nnc(-c2ccccc2)nc1N1CCOCC1
→ -20	5
CCOc1ccc(S(=O)(=O)N(CC)CC(=O)NC2CCS(=O)(=O)C2)cc1 (centres undefined)
→ -1	9
O=C(OCCOc1cccc(Cl)c1)C1CCN(S(=O)(=O)c2ccccc2)CC1
→ -21	21
COc1ccc(CNC(=O)C2CCN(S(=O)(=O)N3CCCCC3)CC2)cc1
→ 0	-1
Cc1ccc(NC(=O)c2sccc2C)cc1[N+](=O)[O-]
→ 3	14
CC(C)N(Cc1ccccc1)C(=O)CSc1nccn1C
→ -7	13
O=C(NCCc1ccccc1)c1cnc2ccccc2n1
→ -36	5
CCOc1ccc(N2C(=O)c3ccc(C(=O)OCC(=O)N(CC)C4CCS(=O)(=O)C4)cc3C2=O)cc1 (centres undefined)
→ -9	17
CC(NC(=O)COC(=O)C1CCC1)c1ccccc1 (centres undefined)
→ 4	10
C=CCC1(CC=C)CCCN1C(=O)c1cc(COc2ccc(-n3cncn3)cc2)on1
→ 34*	38
CCOC(=O)CSc1ccc(C(=O)Nc2ccc(OC)cc2)cn1
→ -18	16
COC(=O)c1cccc(CN2C(=O)SC(Nc3ccccc3)C2=O)c1 (centres undefined)
→ -9	4
O=C(CSc1ccc(-c2ccccc2)nn1)N1CCN(c2ccccc2)CC1
→ -21	17
CCOc1cc(C(=O)NCc2ccccc2)ccc1OCC(=O)N1CCOCC1
→ -8	22
COc1ccc(S(=O)(=O)NCc2ccccn2)cc1NC(=O)c1ccccc1
→ -26	17
CCC(=O)N1CCCc2cc(S(=O)(=O)N3CCN(c4ccccn4)CC3)ccc21
→ -31	11
COc1ccc(Cl)c(OC)c1C(=O)NC(=O)Nc1c(F)cc(F)cc1F
→ -21	9
Cc1cc(C(=O)NC2CCCc3c2cnn3-c2cccc(C)c2C)c(C)o1 (centres undefined)
→ 27	81*
CCOC(=O)c1c(CN(C)C)oc2cc(CN(C)C)c(O)c(CSc3ccccc3)c12
→ -21	30
Cc1cccc(NC(=O)c2sc3nc4c(c(-c5ccco5)c3c2N)CCC4)c1
→ 14	52

An excerpt from above in order of the OX1R antag-1 value, descending:
Results follow in this order: OX1R antag-1	OX1R antag-2
Cc1cccc(NC(=O)c2sc3nc4c(c(-c5ccco5)c3c2N)CCC4)c1
→ 14	52
Cc1ccc(NC(=O)c2sccc2C)cc1[N+](=O)[O-]
→ 3	14
COc1ccc(CNC(=O)C2CCN(S(=O)(=O)N3CCCCC3)CC2)cc1
→ 0	-1
Cc1nnc(SCCn2c(N3CCCCC3)nc3c2c(=O)[nH]c(=O)n3C)s1
→ -6	11
FC(F)(F)c1nnc(-c2ccccc2)nc1N1CCOCC1
→ -20	5

4 compounds from above, arranged by SMILES length, highest first.
Results follow in this order: OX1R antag-1	OX1R antag-2
O=C(CSc1ccc(-c2ccccc2)nn1)N1CCN(c2ccccc2)CC1
→ -21	17
CCOc1cc(C(=O)NCc2ccccc2)ccc1OCC(=O)N1CCOCC1
→ -8	22
CCOC(=O)CSc1ccc(C(=O)Nc2ccc(OC)cc2)cn1
→ -18	16
Nn1c(SCC(=O)NC2CCCc3ccccc32)nnc1C1CC1 (centres undefined)
→ -11	9

The results go on:
Results follow in this order: OX1R antag-1	OX1R antag-2
CC(=O)c1sc(NC(=O)c2ccccc2)nc1-c1ccccc1
→ -12	41
CC(=O)Nc1ccc(NC(C)=C(C#N)C#N)cc1
→ 8	3
CC(C)[C@H](NC(=O)OCc1ccccc1)C(=O)OCC(=O)c1ccccc1
→ -24	10
Clc1cccc2c1Sc1ccccc1CC2N1CCNCC1 (centres undefined)
→ 10	9
CC(C)OP(C)(=O)CN1CCN(CP(C)(=O)OC(C)C)CC1 (centres undefined)
→ -24	6
COc1ccc(OC)c(/C=N/N2CCN(c3ccc(Cl)cc3)CC2)c1
→ -11	9

Screens (PubChem BioAssay)
